DUSP3 inh – DUSP3 (human) phosphatase inhibition | 290,000 tested, 0.52% active | inhibition, % at 13.3 µM | P51452 | recombinant VHR phosphatase, pNPP absorbance | AID 1654; in the data active = inhibition above about 50%; note: some compounds called inactive have numbers as strong as hits
3CLpro inhibitor – SARS-CoV 3CLpro protease inhibition. recombinant SARS-CoV 3CLpro, quenched FRET peptide cleavage. inhibition, % at 6 µM. P0C6X7. 290,000 tested, 0.14% active; in the data active = inhibition above about 12%
CCHFV vOTU inh – CCHFV vOTU protease inhibition. AID 651958. inhibition, % at 11.5 µM. 370,000 tested, 0.55% active. Pep-AMC fluorescence; in the data active = inhibition above about 30%; note: 0% = vehicle wells with enzyme and 100% = no enzyme wells
TcdB GH inh – inhibitors of Clostridioides difficile toxin B glycohydrolase; TcdB glycohydrolase enzymatic assay, plate reader; inhibition, % at 9.99 µM; 350,000 tested, 0.24% active; AID 652162; in the data active = inhibition above about 10%
Target sequence (P18177 whole entry, looked up): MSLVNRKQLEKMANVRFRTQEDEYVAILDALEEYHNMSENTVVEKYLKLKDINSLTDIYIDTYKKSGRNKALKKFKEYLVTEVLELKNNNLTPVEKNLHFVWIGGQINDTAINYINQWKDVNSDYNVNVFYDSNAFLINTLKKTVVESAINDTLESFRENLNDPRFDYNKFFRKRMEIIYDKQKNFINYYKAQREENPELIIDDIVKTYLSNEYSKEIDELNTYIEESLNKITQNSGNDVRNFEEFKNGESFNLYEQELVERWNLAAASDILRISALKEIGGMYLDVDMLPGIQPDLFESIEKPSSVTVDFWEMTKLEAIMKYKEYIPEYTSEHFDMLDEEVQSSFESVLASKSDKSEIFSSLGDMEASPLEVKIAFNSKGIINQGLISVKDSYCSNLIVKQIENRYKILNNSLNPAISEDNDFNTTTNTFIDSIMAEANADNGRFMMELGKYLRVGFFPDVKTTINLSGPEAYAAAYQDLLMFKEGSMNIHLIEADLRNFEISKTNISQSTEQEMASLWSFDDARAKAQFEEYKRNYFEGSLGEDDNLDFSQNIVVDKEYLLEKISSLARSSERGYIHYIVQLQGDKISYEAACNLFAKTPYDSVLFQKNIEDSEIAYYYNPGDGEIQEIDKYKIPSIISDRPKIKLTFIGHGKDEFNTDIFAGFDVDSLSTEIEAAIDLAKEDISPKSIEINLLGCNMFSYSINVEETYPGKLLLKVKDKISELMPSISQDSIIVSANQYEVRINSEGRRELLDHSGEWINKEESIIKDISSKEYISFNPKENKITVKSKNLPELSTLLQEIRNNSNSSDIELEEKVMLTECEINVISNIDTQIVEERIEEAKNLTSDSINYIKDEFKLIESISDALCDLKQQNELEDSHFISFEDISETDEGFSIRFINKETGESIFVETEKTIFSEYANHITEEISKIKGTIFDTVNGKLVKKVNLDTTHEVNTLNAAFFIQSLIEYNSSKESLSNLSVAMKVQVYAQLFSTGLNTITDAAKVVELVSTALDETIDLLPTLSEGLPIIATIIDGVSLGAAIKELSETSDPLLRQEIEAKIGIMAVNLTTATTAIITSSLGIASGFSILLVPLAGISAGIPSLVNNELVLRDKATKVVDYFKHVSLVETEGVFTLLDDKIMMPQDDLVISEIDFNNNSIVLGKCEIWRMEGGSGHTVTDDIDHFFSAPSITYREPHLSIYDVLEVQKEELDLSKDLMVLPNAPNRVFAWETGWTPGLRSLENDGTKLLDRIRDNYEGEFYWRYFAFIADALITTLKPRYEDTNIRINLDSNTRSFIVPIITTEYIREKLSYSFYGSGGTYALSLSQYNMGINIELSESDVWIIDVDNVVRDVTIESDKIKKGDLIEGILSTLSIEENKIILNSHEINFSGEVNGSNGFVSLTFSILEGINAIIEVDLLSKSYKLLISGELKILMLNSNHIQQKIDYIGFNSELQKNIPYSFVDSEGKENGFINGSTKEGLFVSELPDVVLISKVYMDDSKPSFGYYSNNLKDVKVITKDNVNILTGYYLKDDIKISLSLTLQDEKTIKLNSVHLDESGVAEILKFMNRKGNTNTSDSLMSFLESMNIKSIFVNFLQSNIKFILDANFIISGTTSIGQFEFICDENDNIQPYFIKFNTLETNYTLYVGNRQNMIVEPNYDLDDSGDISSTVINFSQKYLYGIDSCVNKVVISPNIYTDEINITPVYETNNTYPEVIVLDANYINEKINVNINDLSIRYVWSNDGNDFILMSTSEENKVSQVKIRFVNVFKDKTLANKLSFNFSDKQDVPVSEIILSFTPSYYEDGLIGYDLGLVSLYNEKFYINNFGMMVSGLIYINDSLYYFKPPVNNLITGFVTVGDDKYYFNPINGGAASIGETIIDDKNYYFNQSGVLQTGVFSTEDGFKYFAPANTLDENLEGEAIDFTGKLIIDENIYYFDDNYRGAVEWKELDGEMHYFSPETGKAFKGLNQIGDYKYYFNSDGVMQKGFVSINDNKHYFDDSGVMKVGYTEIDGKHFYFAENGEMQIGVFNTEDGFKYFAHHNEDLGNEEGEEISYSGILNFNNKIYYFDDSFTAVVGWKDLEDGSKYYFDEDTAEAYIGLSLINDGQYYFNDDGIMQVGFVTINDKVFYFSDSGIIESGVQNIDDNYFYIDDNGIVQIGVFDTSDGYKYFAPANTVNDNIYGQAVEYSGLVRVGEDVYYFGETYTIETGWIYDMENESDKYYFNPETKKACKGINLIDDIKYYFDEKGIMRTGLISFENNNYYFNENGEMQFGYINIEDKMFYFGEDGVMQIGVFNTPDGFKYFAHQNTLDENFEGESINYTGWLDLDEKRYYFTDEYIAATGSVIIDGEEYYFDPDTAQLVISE
BH1578 lux ind – induces V. cholerae light production without autoinducers; V. cholerae BH1578 lux reporter, luminescence, 6 h; activation, % at 18.7 µM; 350,000 tested, 0.16% active; AID 588436; in the data active = activation mostly above about 9.7%, no sharp cut-off; inconclusive = no clear call, values can overlap the other calls; inactive = mostly below about 3.7%; note: not every result past the cut was called active; inactives centre near 0; reference of the scale not given here
BoNT-A LC inh2 – blocks Botulinum neurotoxin A light chain protease | multiplex microsphere protease substrate cleavage, flow cytometry | inhibition, % at 10 µM | 360,000 tested, 0.17% active; note: plate controls were buffer without enzyme for full effect and enzyme alone for no effect
PriA SSB inh – blocks PriA binding to SSB C-terminal tail. AlphaScreen SSBct-PriA binding, biotinylated peptide. inhibition, % at 33 µM. 430,000 tested, 0.6% active; in the data active = inhibition mostly above about 37%, no sharp cut-off; inactive = mostly below about 20%;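 note: plate controls were negative control peptide for no effect and reference peptide for full effect; strong numbers were not always called active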
PfHsp40 yeast – compounds rescuing yeast from Plasmodium falciparum HSP40 toxicity; S. cerevisiae expressing PfHsp40, growth rescue, ATP luminescence; growth rescue, % at 12.5 µM; 340,000 tested, 0.68% active; AID 504582; in the data active = growth rescue above about 28%, passing the limit was not always enough; inconclusive = no clear call, values can overlap the other calls;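 note: yeast W303a lacking pdr1 and pdr3 grown in galactose medium; growth measured after three days at 30 °C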
Y pestis TopoI – blocks Yersinia pestis topoisomerase I activity. AID 504884. Y. pestis Topo-I cleavage product accumulation, plate reader. 360,000 tested, 0.064% active. activity, % at 10 µM; in the data active = activity above about 50%, passing the limit was not always enough; inconclusive = no clear call, values can overlap the other calls; note: inactives centre near 2
Anthrax LF prot – blocks Bacillus anthracis lethal factor protease. inhibition, % at 10 µM. 360,000 tested, 0.12% active. multiplex microsphere protease cleavage assay, LF. AID 588501; note: plate controls were buffer without enzyme for full effect and enzyme alone for no effect
Starred values were filed as active, the others as inactive; i = inactive; ? = inconclusive; · = no result given. Cut-off read from the data, not from the text of the source, unless noted: active = inhibition above about 30%; inconclusive = no clear call, values can overlap the other calls; inactive = below that. A portion of the library. The share of hits here may be higher or lower than overall.

SMILES | DUSP3 inh | 3CLpro inhibitor | CCHFV vOTU inh | TcdB GH inh | BH1578 lux ind | BoNT-A LC inh2 | PriA SSB inh | PfHsp40 yeast | Y pestis TopoI | Anthrax LF prot
Fc1ccc(-c2nnn3c2nc(NCc2ccccc2)c2ccccc23)cc1 | 25.0 | -0.3 | 13.6 | 1.6 | -0.7 | -1.3 | -16.1 | 0.7 | 3.7 | 1.6
CCc1nnc(NC(=O)c2cccc(C(=O)Nc3nnc(CC)s3)n2)s1 | 10.2 | 2.5 | 10.1 | -0.1 | -0.5 | 0.2 | -7.6 | 0.2 | -3.6 | 0.8
CC(Sc1nnc(Cc2ccccc2)n1C)C(=O)NC1CC1 (stereo not drawn) | · | · | -10.6 | 0.4 | -3.3 | -0.7 | 2.9 | -0.2 | 3.6 | -0.9
CC(=O)NC1C(Oc2ccc(C=O)cc2)OC(COC(C)=O)C(OC(C)=O)C1OC(C)=O (stereo not drawn) | 10.3 | 0.9 | -9.4 | -0.4 | -1.2 | 0.2 | -4.6 | 0.2 | 3.1 | -4.7
COc1ccc(S(=O)(=O)N(CC(=O)N2CCOCC2)Cc2ccccc2)cc1 | 8.7 | -4.4 | -15.6 | · | -1.0 | -1.5 | -4.4 | -1.5 | 3.0 | -0.8
Cc1nc2nc(NC(=O)c3ccco3)nn2c(C)c1Cl | 19.2 | -2.0 | 1.4 | 0.5 | i | 0.3 | 4.2 | 3.0 | 9.3 | 2.1
COc1ccc(C2Nc3ccccc3C(=O)N2Cc2ccccc2)cc1CN1CCOCC1 (stereo not drawn) | 13.1 | -0.6 | -89.0 | -0.2 | -0.3 | 0.0 | -4.6 | -0.4 | 12.3 | 0.5
CCC(C)(C)n1nnnc1C(c1ccc2ncccc2c1)N1CCN(c2nc3ccccc3s2)CC1 (stereo not drawn) | -12.6 | 7.0 | -2.2 | · | -1.1 | 1.4 | -2.4 | 0.0 | 13.9 | 0.6
Cc1cc(C)n(-c2ncnc3sc4c(c23)CCCC4)n1 | 0.2 | 5.0 | -22.9 | -1.4 | -1.5 | -0.2 | -6.4 | -0.5 | 4.6 | -1.0
Cc1c(C(=O)OCC(=O)N2CCCC2=O)oc2ccccc12 | · | · | -6.0 | 0.6 | -0.3 | -1.5 | -14.9 | -0.6 | -5.4 | -0.9
N#Cc1c(N2CCCC2)nc(N)c2c(N)nc(N3CCCC3)cc12 | 65.7 | -4.9 | 71.6* | · | 1.1 | · | 17.4 | -0.3 | -9.1 | ·
O=C(CSc1nc2c(c(C(F)(F)F)n1)CCc1ccccc1-2)NCc1ccccc1 | -16.0 | -3.8 | 3.5 | · | -0.4 | 0.2 | -14.7 | -1.3 | -5.5 | -3.4
Cc1sc2nc(C(C)C)oc(=O)c2c1C | 18.8 | 3.2 | 11.1 | · | i | -0.6 | 5.6 | -0.2 | 3.7 | -3.4
O=C(NCCN1C(=O)S/C(=C\c2ccc(Cl)c(Cl)c2)C1=O)c1ccc2c(c1)C(=O)N(Cc1ccncc1)C2=O | 19.3 | 0.3 | -12.9 | 0.7 | 1.7 | 0.5 | 1.5 | -1.8 | 11.3 | -0.7
CCOC(=O)C1CCN(C/C=C/c2ccccc2OC)CC1 | 15.6 | 4.2 | -2.0 | · | -0.3 | -0.2 | -13.8 | -0.1 | 2.5 | -5.7
O=C(CSCc1cccc(Br)c1)NC1CC1 | 5.1 | 1.4 | 2.6 | 0.8 | -0.2 | -0.6 | -16.8 | -0.1 | 10.5 | -2.8
OC1(c2ccc(Cl)cc2)CCN(Cc2c[nH]c3ccccc23)CC1 | · | · | -2.7 | 1.3 | -0.4 | -0.6 | 7.3 | -2.8 | -8.1 | -8.7
CCc1nc(SCC(=O)Nc2ccc(F)cc2F)c2c(=O)n(C)c(=O)n(C)c2n1 | 14.2 | 1.7 | -4.5 | 1.7 | -4.2 | 0.6 | -20.9 | 0.5 | -1.5 | -4.0
CCN(CC)C(=O)c1cccc(-c2csc(C(C)(NC(C)=O)c3ccccc3)n2)c1 (stereo not drawn) | · | · | -14.3 | 1.3 | i | 0.3 | · | · | 15.9 | -5.7
CC(C)c1ccc(CC(=O)N2CCC2(C)C(=O)NS(=O)(=O)c2ccc(Cl)s2)cc1 (stereo not drawn) | · | · | 6.6 | -1.6 | i | 0.2 | · | · | ? | 1.3
c1ccc(SCCc2ccncc2)cc1 | 23.1 | 0.5 | 2.7 | · | i | 0.3 | -10.5 | -1.1 | -5.6 | -0.5
FC(F)(F)c1ccccc1Cc1c(-c2cccc(Cl)c2)nc2ccc(Br)cn12 | · | · | 8.7 | 1.5 | · | 2.3 | · | · | · | 5.1
O=C1CCCN1C(=O)COc1ccccc1[N+](=O)[O-] | · | · | -2.4 | 1.5 | i | 2.4 | -10.2 | 0.0 | 2.8 | 0.3
O=C(CCN1C(=O)C2CC=CCC2C1=O)Nc1nccs1 (stereo not drawn) | -7.9 | 6.4 | 0.0 | 1.0 | i | 0.1 | 6.1 | 0.2 | 7.4 | -0.8
CC(C)(C)C1(CCO)C(=O)NC(=S)NC1=O | · | · | 7.4 | -6.2 | i | 0.4 | -9.8 | -1.0 | -6.9 | 4.6
COC(=O)c1c(N)sc2c1CCN(c1ncc(C(F)(F)F)cc1Cl)C2 | -2.1 | -2.9 | 17.7 | · | i | 3.1 | -22.6 | -0.8 | -9.8 | 5.2
Cn1c(=O)c(=O)n(C)c2cc(S(=O)(=O)Nc3ccc4c(c3)OCCO4)ccc21 | 26.3 | 0.1 | 8.2 | · | i | ? | -6.2 | -0.8 | -0.8 | -2.4
COC(=O)c1ccc(COc2ccccc2/C=N/NS(=O)(=O)c2ccc(C)cc2)cc1 | -0.5 | 1.8 | 17.9 | · | i | -1.8 | · | 1.1 | 0.6 | -6.9

Laid out differently: results already given.
SMILES,DUSP3 inh,3CLpro inhibitor,CCHFV vOTU inh,TcdB GH inh,BH1578 lux ind,BoNT-A LC inh2,PriA SSB inh,PfHsp40 yeast,Y pestis TopoI,Anthrax LF prot
CCc1nnc(NC(=O)c2cccc(C(=O)Nc3nnc(CC)s3)n2)s1,10.2,2.5,10.1,-0.1,-0.5,0.2,-7.6,0.2,-3.6,0.8
COc1ccc(C2Nc3ccccc3C(=O)N2Cc2ccccc2)cc1CN1CCOCC1 (stereo not drawn),13.1,-0.6,-89.0,-0.2,-0.3,0.0,-4.6,-0.4,12.3,0.5

Some values from above.
Value for CCc1nnc(NC(=O)c2cccc(C(=O)Nc3nnc(CC)s3)n2)s1 under Y pestis TopoI: -3.6
Value for Fc1ccc(-c2nnn3c2nc(NCc2ccccc2)c2ccccc23)cc1 under 3CLpro inhibitor: -0.3
Value for O=C(CSCc1cccc(Br)c1)NC1CC1 under BH1578 lux ind: -0.2
Value for Cc1nc2nc(NC(=O)c3ccco3)nn2c(C)c1Cl under PfHsp40 yeast: 3.0
Value for CC(=O)NC1C(Oc2ccc(C=O)cc2)OC(COC(C)=O)C(OC(C)=O)C1OC(C)=O (stereo not drawn) under TcdB GH inh: -0.4

Some of these compounds in order of molecular weight, falling.
SMILES | DUSP3 inh | 3CLpro inhibitor | CCHFV vOTU inh | TcdB GH inh | BH1578 lux ind | BoNT-A LC inh2 | PriA SSB inh | PfHsp40 yeast | Y pestis TopoI | Anthrax LF prot
CC(=O)NC1C(Oc2ccc(C=O)cc2)OC(COC(C)=O)C(OC(C)=O)C1OC(C)=O (stereo not drawn) | 10.3 | 0.9 | -9.4 | -0.4 | -1.2 | 0.2 | -4.6 | 0.2 | 3.1 | -4.7
Cc1nc2nc(NC(=O)c3ccco3)nn2c(C)c1Cl | 19.2 | -2.0 | 1.4 | 0.5 | i | 0.3 | 4.2 | 3.0 | 9.3 | 2.1
Cc1cc(C)n(-c2ncnc3sc4c(c23)CCCC4)n1 | 0.2 | 5.0 | -22.9 | -1.4 | -1.5 | -0.2 | -6.4 | -0.5 | 4.6 | -1.0
